Wnt act: Wnt/beta-catenin pathway activators, primary screen, cell-based, plate reader, single point. Wnt/beta-catenin reporter cell assay, activator. activation, % at 9.35 µM. hit rate 1.2% among 300,000. AID 743398, 2014; in the data active means activation above about 30%, passing the limit was not always enough; inconclusive means no clear call, values can overlap the other calls;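 further: 0% = neutral control wells and 100% = positive control wells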
Rtt109 Vps75: inhibitors of C. albicans Rtt109/Vps75 HAT, primary screen, biochemical, ThioGlo CoA-SH fluorescence, plate reader; hit rate 0.16% among 330,000; inhibition, % at 34.9 µM; purified Rtt109/Vps75, 4 h; AID 540336, 2011; Histone acetyltransferase RTT109 (Candida albicans (strain SC5314 / ATCC MYA-2876)), …;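 active means inhibition of at least 50% in every replicate; inconclusive means best replicate reaches 50% inhibition but some replicates fall short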
SR-BI DiI inh: inhibitors of SR-BI mediated HDL lipid uptake, primary screen, ldlA[mSR-BI] cells, fluorescence, single point; Scavenger receptor class B member 1 (Mus musculus), Q61009; hit rate 0.96% among 320,000; ldlA[mSR-BI] CHO cells, DiI-HDL uptake fluorescence, 3 h; inhibition, % at 12.5 µM;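 active means mean replicate inhibition of at least 70% and a set share of replicates each scoring 70 or more; inconclusive means meets just one of the two criteria; inactive means fails both criteria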;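 further: 0% = median of neutral control wells and 100% = median of positive control wells; values of inactives mirror those of a sister screen read the other way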
Target sequence (Q61009 whole entry, looked up): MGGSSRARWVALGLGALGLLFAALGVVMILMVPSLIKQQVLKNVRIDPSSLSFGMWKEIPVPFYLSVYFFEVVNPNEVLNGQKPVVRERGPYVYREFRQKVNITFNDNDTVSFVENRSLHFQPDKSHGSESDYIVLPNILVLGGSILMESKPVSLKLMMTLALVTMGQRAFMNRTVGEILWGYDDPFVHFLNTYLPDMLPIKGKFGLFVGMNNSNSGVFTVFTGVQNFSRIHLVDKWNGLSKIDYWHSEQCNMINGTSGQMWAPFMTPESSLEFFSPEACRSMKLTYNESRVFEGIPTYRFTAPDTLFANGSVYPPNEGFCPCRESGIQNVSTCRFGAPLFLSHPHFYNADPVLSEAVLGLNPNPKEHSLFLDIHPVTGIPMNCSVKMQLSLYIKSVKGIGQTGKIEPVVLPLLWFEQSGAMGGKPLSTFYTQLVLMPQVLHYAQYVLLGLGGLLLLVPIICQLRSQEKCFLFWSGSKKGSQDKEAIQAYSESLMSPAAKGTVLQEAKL
dFosB act: activators of delta FosB homodimer, primary screen, biochemical, fluorescence polarization, TAMRA-CDK5 oligo, single point; Protein FosB (Mus musculus), P13346; purified delta FosB; percent of positive-control signal above neutral wells; activation, % at 25 µM; hit rate 0.99% among 340,000; AID 493131, 2011;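 active means mean activation above about 17%, with every replicate also reaching it, limit read from the data, passing the limit was not always enough; inconclusive means only one of the two conditions met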;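 further: fluorescence polarization rise as delta FosB binds a TAMRA Cdk5 AP-1 oligo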
CDK5 inh: inhibitors of human CDK5/p35 kinase, primary screen, biochemical, single concentration; Cyclin-dependent kinase 5 (Homo sapiens) + Cyclin-dependent kinase 5 activator 1 (Homo …; Recombinant CDK5/p35, ADP-Glo luminescence, 60 min; inhibition, % at 10 µM; hit rate 0.01% among 330,000; AID 488839, 2010;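 active means highest replicate inhibition of at least 50% and at least 75% of replicates reaching 50%; inconclusive means only one of the two criteria met; inactive means both criteria failed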;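 further: plate controls were DMSO neutral control for no effect and GW8510 at 10 µM for full effect; many of its hits are not listed in these tables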
Target sequence (Q00535 whole entry, looked up): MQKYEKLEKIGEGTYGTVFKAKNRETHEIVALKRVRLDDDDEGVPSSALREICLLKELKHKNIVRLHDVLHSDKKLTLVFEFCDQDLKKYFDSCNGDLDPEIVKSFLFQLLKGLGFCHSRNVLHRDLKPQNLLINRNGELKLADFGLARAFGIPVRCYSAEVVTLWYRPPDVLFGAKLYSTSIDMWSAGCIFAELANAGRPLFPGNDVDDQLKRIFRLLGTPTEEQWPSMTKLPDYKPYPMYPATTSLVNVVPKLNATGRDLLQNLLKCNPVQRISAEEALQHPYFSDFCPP
Target sequence (Q15078 whole entry, looked up): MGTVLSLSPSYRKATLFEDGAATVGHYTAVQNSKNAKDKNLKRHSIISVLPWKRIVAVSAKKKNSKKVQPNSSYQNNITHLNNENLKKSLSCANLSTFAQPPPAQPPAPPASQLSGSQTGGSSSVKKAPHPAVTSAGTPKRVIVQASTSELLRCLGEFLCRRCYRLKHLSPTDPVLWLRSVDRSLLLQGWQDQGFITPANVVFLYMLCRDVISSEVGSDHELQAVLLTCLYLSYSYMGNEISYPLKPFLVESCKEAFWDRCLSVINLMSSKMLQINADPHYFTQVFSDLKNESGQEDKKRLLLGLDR
PvdQ acylase: P. aeruginosa PvdQ acylase inhibitors, primary screen, biochemical, fluorescence, plate reader and imaging, single point; purified PvdQ acylase; inhibition, % at 10 µM; hit rate 0.063% among 340,000; in the data active means inhibition above about 30%, passing the limit was not always enough; inconclusive means no clear call, values can overlap the other calls;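 further: 0% = vehicle neutral wells and 100% = reference inhibitor wells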
HTR5A ag ctr: HTR5A agonists in luminescence cell assay, primary screen, counter-screen for OPRM1-OPRD1 heterodimer agonist project, full-deck HTS. cell-based. 5-hydroxytryptamine receptor 5A (Homo sapiens), P47898. hit rate 0.61% among 340,000. activation, % at 9.3 µM; in the data active means activation mostly above about 9.5%, no sharp cut-off; inactive means mostly below about 7.6%;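 further: 0% = cells with vehicle only and 100% = reference agonist; strong numbers were not always called active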
SR-BI DiI-HDL act: activators of SR-BI mediated DiI-HDL uptake, primary screen, ldlA[mSR-BI] CHO cells, DiI fluorescence; 3 h; 100 = double the neutral-control signal; activation, % at 12.5 µM; AID 504775, 2011; hit rate 0.096% among 320,000;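 active means mean replicate activation of at least 60% and every replicate at or above 60%; inconclusive means mean or all-replicate condition met, but not both; inactive means mean below 60% and not all replicates reaching 60%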;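 further: 0% = median plate neutral-control signal and 100% = twice that signal; values of inactives mirror those of a sister screen read the other way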
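Assay system: LDL receptor-deficient CHO ldlA cells overexpressing murine SR-BI / Medium: BSA-supplemented, HEPES-buffered Ham's F12, pH 7.4 / Probe or stimulus: DiI-labelled HDL at 10 µg/mL final / Timing: compound with DiI-HDL co-incubation, 3 h at 37 °C / Technique: bottom-read cell fluorescence after medium removal, ex 550/em 595 nm / Measure: HDL uptake via cellular fluorescence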
cardiac RTF act: cardiac RTF calcium sensitivity activators, primary screen, biochemical, IANBD-TnC fluorescence, EC20 calcium; hit rate 0.24% among 340,000; Troponin I, cardiac muscle (Homo sapiens) + Troponin T, cardiac muscle (Homo sapiens) + …; IANBD-labeled TnC RTF fluorescence at EC20 calcium; 0% EC20 calcium, 100% full calcium; activation, % at 7.2 µM;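 active means activation above the mean over all tested compounds plus 3 SD, cut at about 30% in these data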;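 further: rise in fluorescence read as greater calcium sensitivity of cardiac thin filaments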
MITF TRPM1 HTS: activators of MITF-driven TRPM1 promoter reporter, primary screen, cell-based, SK-MEL-5, luciferase, single point. SK-MEL-5 TRPM1-promoter luciferase, 24 h; % of positive control, neutral wells = 0. activation, % at 12.5 µM. hit rate 0.75% among 300,000. AID 588334, 2011;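 active means mean activation of at least 80% with every replicate also reaching 80%; inconclusive means mean reaches 80% but some replicate falls short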;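 further: 0% = neutral control wells and 100% = parthenolide positive control wells; values of inactives mirror those of a sister screen read the other way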
An asterisk follows results filed as active; ? = inconclusive; · = no result given.

SMILES | Wnt act | Rtt109 Vps75 | SR-BI DiI inh | dFosB act | CDK5 inh | PvdQ acylase | HTR5A ag ctr | SR-BI DiI-HDL act | cardiac RTF act | MITF TRPM1 HTS
O=C(CSCc1ccccc1F)NCc1ccc(F)cc1 | 8 | -6 | -9 | -5 | 0.6 | 0 | -1 | 9 | 3 | 32
Cc1cccc(C)c1NC(=O)CN(C)C(=O)c1ccc(COc2ccccc2)cc1 | 3 | -1 | 7 | -9 | 0.2 | 7 | 5 | -7 | -9 | 26
C=CCOc1ccccc1CNc1cccc(F)c1 | 0 | 5 | 4 | -5 | -0.1 | -24 | 3 | -4 | 16 | -5
CCOC(=O)/C(C#N)=C\C1=C(N2CCOCC2)CC(C)(C)OC1 | -2 | -2 | -11 | 9 | -3.1 | -6 | -7 | 11 | 0 | -3
Nc1ccc(CCS(N)(=O)=O)cc1 | · | 8 | -13 | 3 | 0.7 | -11 | -2 | 13 | 5 | -1
COC(=O)c1ccc(S(=O)(=O)N2CCC(O)CC2)n1C | 0 | -9 | -2 | -3 | -2.2 | -4 | -3 | 2 | 25 | 8
O=C(O)c1cccc2c1/C(=N/O)c1ccccc1-2 | 1 | 1 | -16 | -1 | -2.9 | 4 | 6 | 16 | -1 | ·
CCOc1ccc(C(=O)Cc2ccc3oc(C(=O)O)cc3c2)c(O)c1 | · | 15 | 0 | -1 | 1.6 | 13 | -2 | 0 | 0 | 4
O=C(CCN1C(=O)/C(=C/c2ccccc2Cl)SC1=S)NN1CCOCC1 | -1 | -2 | 16 | -3 | 2.0 | -6 | 3 | -16 | -2 | 12
S=c1[nH]nc(-c2ccco2)n1/N=C/c1c(Cl)cccc1Cl | 7 | 0 | · | 10 | 0.8 | -10 | -1 | · | -3 | 2
Cn1c(SCC(=O)NC2CCCCC2)nnc1-c1ccncc1 | -7 | 3 | 7 | -5 | 1.9 | 6 | 2 | -7 | -4 | 7
COCc1cnc(C)nc1N | -1 | 5 | -20 | -3 | 0.1 | -15 | 0 | 20 | -2 | 0
O=C(CNC(=O)c1cccc(S(=O)(=O)N2CCc3ccccc32)c1)Nc1ccccc1Br | -3 | 6 | 35 | -1 | -0.4 | -9 | 3 | -35 | 2 | 22
C#CCOCCOCCOCCNc1nc(N2CCN(C(=O)[C@H](Cc3cc4ccccc4[nH]3)n3cc([C@@H](N)Cc4ccc(O)cc4)nn3)CC2)nc(N2CCN(C(=O)[C@H](Cc3cc4ccccc4[nH]3)n3cc([C@@H](N)CC(C)C)nn3)CC2)n1 | · | -3 | -20 | -134 | -0.6 | -14 | -1 | 20 | 0 | -6
COc1ccc(C2CC(=O)N3CN(c4ccc(C)c(Cl)c4)CSC3=C2C#N)cc1OC (stereo unspecified) | 8 | -1 | 1 | -2 | -4.1 | -22 | 9 | -1 | 1 | -4
OC1(c2ccccc2)c2ccccc2-c2ncccc21 (stereo unspecified) | -1 | -18 | 3 | -6 | -1.2 | -4 | -1 | -3 | 11 | 2
O=C(Nc1c(F)cc(F)cc1Br)c1cc(S(=O)(=O)N2CCN(c3ccccn3)CC2)ccc1F | 0 | 15 | 2 | -7 | 0.0 | 3 | 4 | -2 | -3 | -9
O=C(NN=C1CCN(Cc2ccccc2)CC1)c1cccc(S(=O)(=O)Nc2ccccc2Cl)c1 | 1 | · | 7 | -9 | 4.1 | 7 | 4 | -7 | -7 | 4
Cc1ccc(C(=O)NCC(=O)OCC(=O)c2ccc(Cl)s2)cc1 | -2 | -2 | -15 | -8 | 0.3 | -13 | -4 | 15 | 27 | -5
COc1ccccc1NC(=O)Nc1nc(CC(=O)Nc2ccc(F)c(F)c2)cs1 | 0 | 6 | 40 | ? | -0.7 | -18 | -1 | -40 | -17 | 8
CCN(CC)CCn1cnc2c([nH]c3cccc(OC)c32)c1=O | · | -7 | -19 | -5 | -0.5 | -33 | 0 | 19 | 5 | -4
COc1ccc(OC)c(S(=O)(=O)N2CCC(C(=O)N3CCCCCC3)CC2)c1 | -3 | 1 | -1 | -7 | -0.8 | -9 | -1 | 1 | -7 | 3
COc1cccc(N2CCN(c3ccc(S(=O)(=O)N4CCCC4)cc3)CC2)c1 | 7 | -7 | 49 | -10 | -1.4 | -2 | -2 | -49 | -10 | -7
c1coc(C2=NCCc3ccccc32)c1 | 3 | -4 | -26 | -3 | 0.9 | -2 | 0 | 26 | -7 | ·
O=C(Nc1ccnn1C1CCN(Cc2ccc3nonc3c2)CC1)c1cccc(F)c1 | -1 | 7 | -7 | -12 | 2.1 | -4 | -2 | 7 | 11 | -16

More entries follow.
SMILES | Wnt act | Rtt109 Vps75 | SR-BI DiI inh | dFosB act | CDK5 inh | PvdQ acylase | HTR5A ag ctr | SR-BI DiI-HDL act | cardiac RTF act | MITF TRPM1 HTS
COc1cccc(CN(C)CC(=O)Nc2sc3c(c2C#N)CCC3)c1OC | -1 | 1 | 3 | -9 | 0.4 | -19 | 3 | -3 | 7 | -5
O=C(Cc1ccc(Cl)cc1)NCCS(=O)(=O)N1CCN(c2ccccc2)CC1 | 0 | 12 | -29 | 1 | -1.0 | 6 | 1 | 29 | -3 | -14
COc1ccc(S(=O)(=O)N2CCOCC2)cc1NC(=O)COC(=O)c1ccc(C)s1 | -3 | 0 | -13 | -9 | 0.9 | -8 | 2 | 13 | 8 | 8
Cc1cc(C)n2c(SCC(=O)N(C)C3CCCCC3)nnc2n1 | -2 | -12 | -19 | 3 | -1.9 | -11 | -1 | 19 | 0 | 2
CCOC(=O)C1=C(C)S/C(=C\N(C)C)C1=O | · | -6 | -9 | 6 | 0.6 | 2 | 11 | 9 | -2 | 2
NC(=O)c1ccc(NC(=O)COC(=O)CNC(=O)c2sc3ccccc3c2Cl)cc1 | -3 | -11 | -13 | -18 | -7.8 | -23 | 5 | 13 | 1 | 2
CCCCNC(=O)Nc1c(C)cc(SC#N)cc1C | 2 | -1 | 5 | -5 | -0.1 | -4 | -3 | -5 | -9 | 7
COc1cc(CNCCCCO)ccc1OCc1ccccc1F | 0 | 7 | 9 | -9 | -0.4 | -4 | 1 | -9 | 8 | 27
CC1CCN(CCNC(=O)c2ccc(NC(=O)C3CCCO3)cc2)CC1 (stereo unspecified) | -3 | -1 | -9 | -3 | -0.7 | 2 | -3 | 9 | -5 | 4
Cc1cc(C(=O)OCC(=O)Nc2cccc(S(=O)(=O)N(C)C)c2)c2ccccc2n1 | -2 | -9 | 12 | 4 | -2.6 | -11 | 1 | -12 | -3 | -7
CC1(C)CC(CCNS(=O)(=O)c2ccccc2)(c2ccccc2)CCO1 (stereo unspecified) | 0 | 1 | -7 | 1 | 0.5 | 9 | 2 | 7 | 4 | -12
C=CCOC(=O)C(C#N)c1nc2ccccc2nc1N1CCN(Cc2ccccc2)CC1 (stereo unspecified) | -1 | -5 | 84* | -3 | -0.9 | -4 | 4 | -84 | -1 | 12
CSCCC(NC(=O)c1cc([N+](=O)[O-])cc([N+](=O)[O-])c1)c1nc2ccccc2[nH]1 (stereo unspecified) | -4 | -1 | 3 | -7 | -1.6 | -14 | 6 | -3 | 2 | -39
CCOC(=O)C1CCN(C(=O)CCCn2nc(C)c3c(C)n(-c4ccc(C)cc4)nc3c2=O)CC1 | -2 | 25 | 19 | -6 | · | 5 | 1 | -19 | 0 | -7
C=CCn1c(O)c(N=Nc2nc3ccccc3c(=O)n2-c2ccccc2)c2ccccc21 | 1 | -5 | -25 | -4 | 0.1 | 0 | 6 | 25 | 5 | -21
CCc1ccc(-n2c(=O)c3c(C)c(C(=O)N(C)C)sc3n(CC(=O)NCc3ccco3)c2=O)cc1 | · | -5 | 7 | -2 | -6.0 | -17 | -3 | -7 | -7 | -6
COc1ccc(C2CC(O)(c3ccccc3)Oc3c(C)ccc(C)c32)cc1 (stereo unspecified) | 0 | -1 | 9 | -5 | -0.1 | 10 | 17 | -9 | -3 | 2
O=C(CSCc1cccc(CSCC(=O)Nc2ccc3ccccc3c2)n1)Nc1ccc2ccccc2c1 | -11 | 5 | 17 | 2 | 0.3 | -10 | 3 | -17 | -4 | -35
COc1ccc(Cc2nnc(NC(=O)C3CC(=O)N(c4ccccc4C)C3)s2)cc1OC (stereo unspecified) | -1 | 8 | -33 | -4 | 0.9 | -10 | -4 | 33 | -6 | 6
COc1ccc(S(=O)(=O)NCC(c2ccc(C)cc2)N2CCN(C)CC2)cc1 (stereo unspecified) | -4 | 2 | -26 | -2 | -0.6 | 4 | 2 | 26 | -5 | 2
O=C(O)CN1CCN(Cc2ccccc2Cl)C1=O | 0 | 9 | -9 | 3 | -1.0 | -2 | 2 | 9 | -3 | -1
Cc1cc(C)n(CCNC(=O)CC2C(=O)NCCN2CC2CCCCC2)n1 (stereo unspecified) | -2 | · | -23 | -11 | 2.6 | 10 | 4 | 23 | -2 | 6
Cc1[nH]nc(SCC(=O)N(C)c2ccccc2)c1[N+](=O)[O-] | 2 | 0 | · | 0 | 0.3 | -8 | 2 | · | -2 | -9
Cc1ccc2ccc3cccnc3c2n1 | -3 | 1 | -12 | -1 | 1.2 | 4 | -5 | 12 | -8 | -15
NNC(=O)c1sc(-c2ccccc2)cc1N | 3 | 5 | 58 | -3 | 0.0 | 3 | 0 | -58 | 3 | -1
Cc1cc(C)c2c3c(cn2n1)c(=O)n(C)c(=O)n3C | · | -3 | -12 | -1 | -1.2 | 6 | 3 | 12 | -4 | -7
CCSC1=C(C#N)C(c2ccccc2OC)CC(=O)N1 (stereo unspecified) | 1 | ? | · | -8 | 1.2 | 3 | -1 | · | 2 | 4
C=CCn1c(C23CC4CC(CC(C4)C2)C3)n[nH]c1=S | -3 | 6 | 2 | -6 | 1.2 | -4 | 1 | -2 | -1 | 6
Oc1c(C=Nc2ccccc2)sc2ccccc12 | -1 | 3 | 26 | 1 | -4.0 | 2 | 2 | -26 | 5 | 17

One compound at a time (already shown). Order of screens: Wnt act, Rtt109 Vps75, SR-BI DiI inh, dFosB act, CDK5 inh, PvdQ acylase, HTR5A ag ctr, SR-BI DiI-HDL act, cardiac RTF act, MITF TRPM1 HTS
`O=C(CSCc1ccccc1F)NCc1ccc(F)cc1` is listed with 8, -6, -9, -5, 0.6, 0, -1, 9, 3, 32
`COCc1cnc(C)nc1N` is listed with -1, 5, -20, -3, 0.1, -15, 0, 20, -2, 0
